Screening data from PubChem.
CYP2C19 act – cytochrome P450 2C19 (human) activation; AID 1025; activation factor at 5 µM; recombinant CYP2C19, luciferin-H EGE luminescence; hits give high values; 0 = fully inhibited enzyme, 1 = untreated enzyme; 96,000 tested, under 10 active; P33261;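 active = activation factor of at least 2 at 5 µM in the primary screen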;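 note: 0 = wells with 2.5 mM tranylcypromine and 1 = vehicle-only wells; values of inactives mirror those of a sister screen read the other way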
Target sequence (P33261 whole entry, looked up): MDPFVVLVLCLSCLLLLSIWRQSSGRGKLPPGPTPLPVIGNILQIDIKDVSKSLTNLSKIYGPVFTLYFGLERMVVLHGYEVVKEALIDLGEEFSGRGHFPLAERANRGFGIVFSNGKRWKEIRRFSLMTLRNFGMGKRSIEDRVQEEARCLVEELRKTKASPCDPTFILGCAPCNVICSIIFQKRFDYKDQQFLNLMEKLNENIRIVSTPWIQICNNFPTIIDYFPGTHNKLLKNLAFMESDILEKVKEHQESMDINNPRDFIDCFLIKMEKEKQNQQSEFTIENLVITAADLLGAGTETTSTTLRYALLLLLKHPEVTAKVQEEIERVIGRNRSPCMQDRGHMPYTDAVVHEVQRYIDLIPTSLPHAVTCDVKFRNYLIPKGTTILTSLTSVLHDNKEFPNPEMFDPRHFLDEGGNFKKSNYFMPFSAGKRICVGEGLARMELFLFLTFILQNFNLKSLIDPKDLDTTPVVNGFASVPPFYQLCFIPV
IL1B cytotox – HUVEC cytotoxicity counter-screen, IL-1B stimulated | HUVEC cell count loss, Hoechst imaging | cell count reduction, % at 2 µM | 0.41% of 94,000 active | AID 845;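 active = cell count reduction more than 3 SD above the screen-wide mean, cut at about 70% in these data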;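 note: normalized per plate to untreated control cells as the no-loss baseline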
hDAT+cocaine – human DAT dopamine uptake with cocaine, either direction. Q01959. LLC-PK1 hDAT cells, [14C]-dopamine uptake with cocaine IC80; actives deviate in either direction. B-score at 10 µM. 1.3% of 110,000 active. AID 449768;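 active = Z score or B-score, a plate-position-corrected score, falls beyond the plate's 99.7% confidence bounds, in either direction; inactive = both scores lie inside the 99.7% bounds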;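 note: scored against the spread of the other compound wells on the same plate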
Target sequence (Q01959 whole entry, looked up): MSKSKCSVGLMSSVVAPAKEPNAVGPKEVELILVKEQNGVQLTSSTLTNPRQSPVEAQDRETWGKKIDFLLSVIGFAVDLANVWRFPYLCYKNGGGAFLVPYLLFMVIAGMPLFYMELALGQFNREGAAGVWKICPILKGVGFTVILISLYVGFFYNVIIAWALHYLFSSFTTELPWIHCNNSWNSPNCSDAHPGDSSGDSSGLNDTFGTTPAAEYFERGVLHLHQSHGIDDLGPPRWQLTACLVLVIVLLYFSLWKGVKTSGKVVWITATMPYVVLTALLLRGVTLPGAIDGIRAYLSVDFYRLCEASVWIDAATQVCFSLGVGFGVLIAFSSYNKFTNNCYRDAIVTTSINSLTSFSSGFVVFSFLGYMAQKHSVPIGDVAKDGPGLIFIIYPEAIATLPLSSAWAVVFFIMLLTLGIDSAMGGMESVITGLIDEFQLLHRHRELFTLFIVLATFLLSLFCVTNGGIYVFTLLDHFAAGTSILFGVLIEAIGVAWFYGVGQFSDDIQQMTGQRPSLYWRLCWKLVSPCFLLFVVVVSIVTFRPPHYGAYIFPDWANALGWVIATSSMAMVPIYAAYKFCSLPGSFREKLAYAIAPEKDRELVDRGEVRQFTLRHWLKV
VCAM1 TNFa inh – reduces TNF alpha induced VCAM1 expression in HUVEC. HUVEC TNFa-induced VCAM-1 immunofluorescence, high-content imaging. 0.48% of 95,000 active. inhibition, % at 2 µM. AID 802;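 active = inhibition above the batch mean plus 3 SD, with images confirmed as a hit by eye, cut at about 37% in these data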;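 note: 0% = TNF-stimulated DMSO wells and 100% = unstimulated control wells; not every result past the cut was called active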
TNFa cytotox – toxic to HUVEC cells under TNF alpha stimulation | cell count reduction, % at 2 µM | HUVEC TNFalpha-stimulated, Hoechst cell count, imaging | AID 848 | 0.17% of 93,000 active;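 active = cell count reduction exceeding the screen mean by over 5 SD, scaled to untreated wells per plate, cut at about 78% in these data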;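 note: cells counted after 24 h of TNF alpha exposure following the 1 h pretreatment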
Calb biofilm kill – kills Candida albicans biofilms; C. albicans biofilm + clotrimazole, Alamar Blue; inhibition, % at 6 µM; 0.14% of 85,000 active; AID 834;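 active = inhibition above 20%; inactive = inhibition below 20%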;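 note: preformed 24 hr biofilms exposed to compound for 48 hr; 0% = biofilm without compound and 100% = blank killed by clotrimazole plus chlorhexidine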
CYP2C9 inhib – inhibitors of human CYP2C9; P11712; CYP2C9 Supersomes, luciferin-H conversion, luminescence; inhibition, % at 5 µM; 20% of 96,000 active;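 active = blocking of liver enzyme CYP2C9 beyond about 50% at 5 µM, limit read from the data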; note: values of inactives mirror those of a sister screen read the other way
CYP2C19 inh – blocks human cytochrome P450 2C19. CYP2C19 Supersomes, luciferin-H EGE luminescence, 30 min. inhibition, % at 5 µM. 21% of 96,000 active. AID 778;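 active = CYP2C19 inhibition above a set limit at 5 µM in the primary screen, cut at about 50% in these data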;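 note: plate controls were negative control wells for no effect and 2.5 mM tranylcypromine positive control for full effect; values of inactives mirror those of a sister screen read the other way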
CYP2C9 activ – CYP2C9 (human) activation | P11712 | recombinant CYP2C9, luciferin-H conversion, luminescence; hits give high values; factor 1 = untreated enzyme, 0 = blocked | activation factor at 5 µM | 1.4% of 96,000 active | AID 1024;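 active = activation factor of 2 or more for CYP2C9 at a 5 µM dose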;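 note: 0 = sulfaphenazole-blocked wells and 1 = vehicle-only wells; values of inactives mirror those of a sister screen read the other way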
* hit, by the source's call; nt = no result given.

Below each compound – CYP2C19 act, IL1B cytotox, hDAT+cocaine, VCAM1 TNFa inh, TNFa cytotox, Calb biofilm kill, CYP2C9 inhib, CYP2C19 inh, CYP2C9 activ
> Cn1c(=O)cc(OCC(=O)NCCCN2CCN(c3ccccc3F)CC2)c2ccccc21
    1, 6, -0.42, -9, -11, 7, -8, -2, 1.1
> Fc1ccc(CN2CCCCCCC2)c(F)c1
    0.9, nt, -1.1, nt, nt, -1, -4, 9, 1
> O=C(CCCCCN1C(=O)CCC1=O)Nc1ncn[nH]1
    1, 6, 0.49, 10, -12, 9, -8, 1, 1.1
> CCn1c(=O)cc(OCC(=O)NCCCN2CCN(c3cccc(Cl)c3)CC2)c2ccccc21
    0.7, -1, -0.0026, -4, -19, -3, 26, 27, 0.7
> Cn1ncc(N)c1C(=O)Nc1cccc(C(F)(F)F)c1
    1, nt, 0.73, nt, nt, 3, 1, 1, 1
> CC1CCCN(C(=O)CSc2nc3ccccc3o2)C1 (stereo unspecified)
    0.7, -14, -0.56, 4, 1, 5, 3, 27, 1
> CC1=CC(C)(C)n2c(O)c(C3=NC(=S)NC3=O)c3cc(OC(=O)c4cccc5ccccc45)cc1c32
    1.1, 12, nt, -5, 12, nt, -3, -10, 1
> COc1ccc(C(=O)OC2CCN(C)CC2)cc1
    nt, -32, 0.078, -3, -7, 2, nt, nt, nt
> O=C(NC1CCCCC1)C(c1ccncc1)N(Cc1ccc2c(c1)OCO2)C(=O)c1cnsn1 (stereo unspecified)
    nt, -49, -0.14, -19, -9, 4, nt, nt, nt
> CCOc1ccc2[nH]cc(C(=O)O)c(=O)c2c1
    0.8, -27, -1.1, -68, -37, 9, 4, 23, 1
> CCCc1cc(=O)[nH]c(SCC(=O)CSc2nc(CCC)cc(=O)[nH]2)n1
    0.9, nt, -0.12, nt, nt, 5, 70*, 11, 0.3
> Cc1cccc(CS(=O)(=O)c2nnc([C@H](Cc3ccccc3)NC(=O)OC(C)(C)C)o2)c1
    0.6, 14, 0.4, 58*, 23, 4, 56*, 36, 0.4
> COCCNC(=O)CN(C(=O)Cn1nnc2ccccc21)c1ccc(C)c(F)c1
    nt, -22, 0.019, 6, 5, 3, nt, nt, nt
> COc1ccc(Cl)cc1C(=O)CSc1nc(N)cc(N)n1
    0.8, 29, 0.023, 6, -12, -2, -308, 20, 4.1*
> Cc1cc(NCCCCO)n2c(nc3ccccc32)c1C#N
    1.1, -23, -0.27, -23, -17, 4, 0, -8, 1
> Cc1nc(SCc2cccc(F)c2)[nH]c(=O)c1C#N
    1, 19, 0.98, 8, -21, 6, 75*, -2, 0.3
> COc1ccc(NC2C=CS(=O)(=O)C2)c(OC)c1 (stereo unspecified)
    1.1, -36, -0.99, nt, nt, 24*, -17, -14, 1.2
> O=C(CN1CCN(S(=O)(=O)c2ccc3ccccc3c2)CC1)NC(=O)NC1CCCCC1
    0.3, 4, -0.022, 6, -6, nt, -18, 73*, 1.2
> O=C(CCSCc1ccccc1Cl)N1CCN(c2cccc(Cl)c2)CC1
    0.9, 6, 0.9, -2, 16, 10, 63*, 14, 0.4
> COc1ccc(S(=O)(=O)Nc2ccc(F)cc2)c(C)c1C
    0.1, -12, -1.1, -3, -6, -2, 67*, 95*, 0.3
> CCCCCN=Cc1c(C)[nH]n(-c2nc3ccccc3s2)c1=O
    0.5, -10, 2.5*, 14, -30, 3, 73*, 53*, 0.3
> COC(=O)c1ccc(N2CCN(S(=O)(=O)c3ccc(C)cc3)CC2)c([N+](=O)[O-])c1
    1, nt, -0.52, nt, nt, nt, 9, -3, 0.9
> Cc1cc(NC(=O)c2nn3cccnc3c2Cl)no1
    1.1, -5, -0.082, 4, -8, 3, -20, -15, 1.2
> COc1cccc(/C(O)=C2/C(=O)C(=O)N(CCCN3CCOCC3)C2c2ccncc2)c1 (stereo unspecified)
    nt, -35, -1.3, -18, -22, 6, 3, nt, 1
> CN1CCN(C(=O)c2cnn(-c3ccccc3)c2NC(=O)c2cccs2)CC1
    1, nt, -0.86, nt, nt, 6, 4, 2, 1
> COc1ccc(-c2cn[nH]c2N)cc1
    0.8, -30, -1.4, 13, -32, 4, 9, 16, 0.9
> CSc1nc(C)cc(Oc2ccc(=O)n(C)n2)n1
    0.8, -1, -1.6, 19, 2, 4, -1, 17, 1
> Cc1ccnc(SCCn2c(N3CCN(c4ccccc4)CC3)nc3c2c(=O)[nH]c(=O)n3C)n1
    0.6, 0, 0.27, -5, -27, nt, -39, 44, 1.4
> CCOC(=O)CN(C(=O)CSc1nnc2c(n1)[nH]c1ccc(F)cc12)c1ccccc1
    0, 3, 0.21, 0, 8, 9, 75*, 100*, 0.3
> C/C(N)=C(/C#N)C(=O)CSc1nnc(Nc2c(C)cccc2C)s1
    0.3, nt, 0.77, nt, nt, 5, 69*, 72*, 0.3
> CC(C)CC(=O)Nc1ccc(-c2cn3ccsc3n2)cc1
    0.9, 1, 0.21, -1, -19, 2, -3, 6, 1
> CCC(=O)N1c2ccccc2NC2=C(C(=O)CCC2)C1c1cccnc1 (stereo unspecified)
    0.9, nt, 0.41, nt, nt, 14, 33, 5, 0.7
> Cc1ccc(C)c(N2CCN(C(=O)C3CCN(S(=O)(=O)c4cccc5nsnc45)CC3)CC2)c1
    0.6, -24, nt, -8, 2, 5, 49, 40, 0.5
> COc1ccc(/C=C2\CCc3ccccc3C2=O)cc1Cn1nc(C)c(Br)c1C
    nt, -37, nt, 2, 13, 5, nt, nt, nt
> CC1(C)CC(=O)c2sc(NC(=O)C3CC3)nc2C1
    1, nt, -1.1, nt, nt, 10, 30, 0, 0.7
> COCc1c(Br)c(C)[nH]c(=O)c1C#N
    nt, -11, 1.6*, 3, 2, 2, nt, nt, nt
> O=C(CSc1ncnc2c1cnn2-c1ccccc1)Nc1ccc2c(c1)OCO2
    0.7, -87, nt, -16, -22, 4, 63*, 28, 0.4
> CC1=Nc2ccccc2NC(=O)C1Sc1nnc(C)s1 (stereo unspecified)
    nt, -40, -0.16, 17, -12, 0, nt, nt, nt
> CC(=O)c1ccc(S(=O)(=O)NCCCC(=O)NCCc2ccccn2)cc1
    0.8, -23, -0.052, 12, -8, -1, -22, 23, 1.2
> Cc1cc(C)c2[nH]c(=O)c(CN(CC3CCCO3)C(=O)C3CCCO3)cc2c1 (stereo unspecified)
    1, 18, -0.055, 0, 6, 5, -8, -2, 1.1
> CCCCn1nnnc1SCC(=O)NCc1ccccc1
    0.6, -1, 1, 17, -29, 8, 13, 42, 0.9
> COC(=O)CNC(=O)COc1ccccc1
    1, 15, -0.14, -15, -31, nt, 10, -5, 0.9
> Cc1ccc(S(=O)(=O)/N=c2\sccn2C)cc1
    0.8, -7, -0.96, -7, -4, -1, -122, 21, 2.2*
> CCN1CCN(CCC(=O)Nc2ccc3c(c2)OCO3)CC1
    nt, 3, -0.2, 1, -14, 12, nt, nt, nt
> O=C(Oc1cccc2cccnc12)c1cccs1
    0.8, -38, 0.59, -8, -25, 4, -32, 15, 1.3
> Nc1ccc2nc(SCc3ccc([N+](=O)[O-])cc3)sc2c1
    0, -64, nt, 4, 0, nt, 59*, 97*, 0.4
> O=C1OCC(CO)(CO)N=C1NNc1ccccc1Cl
    0.5, -19, -0.31, -6, -34, nt, 28, 50*, 0.7
> Cc1ccccc1CSc1ncc(C#N)c(N)n1
    0.5, 21, nt, 14, -9, 4, 19, 49, 0.8
> Cc1ccc(SCCNC(=O)CN(c2ccc3c(c2)OCO3)S(C)(=O)=O)cc1
    0.1, 23, 0.84, 14, 5, 5, 92*, 92*, 0.1
> CN(C)CCC(=O)c1ccc(Cl)cc1
    1, 4, -1.1, 5, -29, 3, 9, 3, 0.9
> Cc1nnc(SCC(=O)N2CCC(C(=O)Nc3nccs3)CC2)n1Cc1ccccc1
    nt, -18, 0.49, 2, -23, 3, nt, nt, nt
> CS(=O)(=O)N(CC(O)CON=C1c2ccccc2-c2ccccc21)c1ccc(F)cc1 (stereo unspecified)
    0.8, -1, -1.1, 29, 10, 8, -12, 16, 1.1
> CCOc1cc2[nH]c(=S)n(CCCN3CCOCC3)c(=O)c2cc1OCC
    1, nt, 0.91, nt, nt, 9, 12, -3, 0.9
> Cn1c(Sc2ccc(Br)cc2)c(C=O)c2ccccc21
    0.7, -13, -0.7, 4, 1, nt, 50, 27, 0.5
> COC(=O)c1ccc(NC2=CC(=O)CC(C)(C)C2)cc1
    0.7, 22, -0.074, 18, -12, -4, 51*, 29, 0.5
> CC(=O)c1cc(C#N)c(SCc2ccncc2)nc1C
    0, nt, -0.16, nt, nt, 0, 93*, 97*, 0.1
> COc1ccc(C2C(C(=O)N3CCCC3)c3cc(OC)c(OC)cc3C(=O)N2C)cc1 (stereo unspecified)
    0.9, 4, 0.28, 8, -5, 11, 14, 6, 0.9
> Cn1c(=O)c2c(nc(NCc3cccnc3)n2Cc2cccc(C(F)(F)F)c2)n(C)c1=O
    0.5, -12, -0.37, 6, -11, 0, 69*, 53*, 0.3
> Cc1ccc(CNC(=O)CCCNC(=O)c2ccc(Cl)cc2)n1C
    0.4, -33, -0.015, -8, -28, 5, 80*, 60*, 0.2
> Cc1c(CCOC(=O)CC23CC4CC(CC(C4)C2)C3)sc[n+]1CC(=O)c1ccc(Br)cc1
    1, -128, nt, -6, -3, 8, 4, -1, 1

The results go on.
Below each compound – CYP2C19 act, IL1B cytotox, hDAT+cocaine, VCAM1 TNFa inh, TNFa cytotox, Calb biofilm kill, CYP2C9 inhib, CYP2C19 inh, CYP2C9 activ
> Cc1oc(-c2ccc(Cl)cc2)nc1CN1CCCC(C(=O)NCc2ccccn2)C1 (stereo unspecified)
    0.9, -9, -0.05, -6, -17, 5, 18, 15, 0.8
> N#C/C(=C\c1cn(Cc2ccccc2C#N)c2ccccc12)C(=O)NCc1cccs1
    0.8, 28, nt, 10, 1, nt, 60*, 16, 0.4
> O=C(CN(C(=O)c1ccc(Cl)cc1Cl)N1C(=O)C2C3C=CC(C3)C2C1=O)c1ccc(F)cc1 (stereo unspecified)
    nt, 16, -0.083, 15, -19, nt, nt, nt, nt
> CCOC(=O)c1c(NC(=O)CN2CCCCC2)sc2c1CCCC2O (stereo unspecified)
    0.6, 8, 0.31, 13, -34, 1, 12, 41, 0.9
> COCn1c(COc2ccc3ccccc3c2)nc2ccccc21
    nt, 13, 1.3, -11, -26, 4, nt, nt, nt
> CC(C)NC(=O)c1cc(-c2ccco2)on1
    1, -8, 0.32, -1, -32, 11, -11, 3, 1.1
> CCC(C(=O)O/N=C(\N)c1ccccc1)c1ccccc1 (stereo unspecified)
    0.8, -14, 0.24, 18, 2, 5, 28, 22, 0.7

Part of the list above, reformatted:
compound	CYP2C19 act	IL1B cytotox	hDAT+cocaine	VCAM1 TNFa inh	TNFa cytotox	Calb biofilm kill	CYP2C9 inhib	CYP2C19 inh	CYP2C9 activ
N#C/C(=C\c1cn(Cc2ccccc2C#N)c2ccccc12)C(=O)NCc1cccs1	0.8	28	nt	10	1	nt	60*	16	0.4
O=C(CN(C(=O)c1ccc(Cl)cc1Cl)N1C(=O)C2C3C=CC(C3)C2C1=O)c1ccc(F)cc1 (stereo unspecified)	nt	16	-0.083	15	-19	nt	nt	nt	nt
CCOC(=O)c1c(NC(=O)CN2CCCCC2)sc2c1CCCC2O (stereo unspecified)	0.6	8	0.31	13	-34	1	12	41	0.9
COCn1c(COc2ccc3ccccc3c2)nc2ccccc21	nt	13	1.3	-11	-26	4	nt	nt	nt
CC(C)NC(=O)c1cc(-c2ccco2)on1	1	-8	0.32	-1	-32	11	-11	3	1.1

Outcome played no part in choosing rows; 29% or so of the library scored in one or more.
